From PubChem BioAssay
MMP13 fTHP cleavage = MMP13 inhibitors among fluorescent compounds, confirmation, biochemical, possible fluorescent artifacts, delta fluorescence (AID 734); MMP13 fTHP FRET cleavage, delta fluorescence 4 h; stronger effect = higher value; 5,100 tested, under 10 active; inhibition, %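 (each compound tested at 4 µM nominal in triplicate)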;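 active = inhibition above the mean inhibition over all tested compounds plus 3 SD, cut at about 75% in these data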;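 also: 0% = DMSO only wells and 100% = 8 µM reference MMP13 inhibitor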
* = called active by the depositor. Only part of the results is shown; rates above refer to the full screens.

MMP13 fTHP cleavage	mol
2	C#CCn1c(=NC(=O)c2cccs2)sc2cccc(OC)c21
0	Cn1c2ccccc2c2c(C(=O)NCc3ccco3)cn(C3CCCCC3)c(=O)c21
-52	CN1CCCc2cc(C#N)c(=O)[nH]c21
3	Cc1onc(-c2ccccc2Cl)c1C(=O)NCCN1Cc2ccccc2C1=O
7	CCOC(=O)COc1ccc2c(c1)C(=O)CC1(CCN(C(C)=O)CC1)O2
5	O=c1c2cc(N3CCOCC3)ccc2[nH]c(=S)n1Cc1ccccn1
2	COCCn1c(-c2ccc(OC)c(OC)c2)nc2ccccc21
-53	Cc1ccc(S(=O)(=O)c2c(N)n(NC(=O)c3ccco3)c3nc4ccccc4nc23)cc1
6	COc1ccc(-n2c(SCC(=O)Nc3cc(C)on3)nc3c(c2=O)SCC3)cc1
-2	CC(C(=O)NCC1CCCO1)N(C(=O)c1snc(C(N)=O)c1N)c1cccc(F)c1 (stereo not drawn)
3	O=S1(=O)NC(=NCc2ccccc2)c2ccccc21
-1	CCS(=O)(=O)Nc1cc(-c2nc3cccnc3s2)ccc1C
-14	CCOC(=O)N1CCC(NC(=O)c2ccc3c(c2)sc2nc(-c4ccc(OC)cc4)cn23)CC1
3	COc1ccc2[nH]c3ccccc3c2c1
0	COc1ccc(-c2nn3c(C4CCCCC4)nnc3s2)cc1OC
3	O=C(CSc1nc2cc(Cl)ccc2o1)c1cccs1
6	O=C(O)CSc1cccc2cccnc12
4	CC(C)n1c(CCC(=O)O)ccc1-c1ccccc1
-1	CCCS(=O)(=O)N1CCCC(C(=O)N2CCN(c3ccccn3)CC2)C1 (stereo not drawn)
5	COc1cccc(C(CC(=O)NCc2ccco2)NS(=O)(=O)c2ccc(C)cc2)c1OC (stereo not drawn)
6	CCOC(=O)Nc1ccc2c(c1)N(C(=O)CN1CCN3CCCC3C1)c1ccccc1CC2 (stereo not drawn)
6	CCOC(=O)N1CCN(C(=O)c2ccc3nc4ccsc4c(=O)n3c2)CC1
2	O=C(Nc1nnc(-c2ccco2)s1)C1CCN(S(=O)(=O)c2ccc(Cl)cc2)CC1
7	CC1CC(C)CN(c2oc(-c3ccco3)nc2C#N)C1 (stereo not drawn)
4	CC(=O)OC(/C(O)=C(\C#N)c1nc2ccccc2[nH]1)c1ccccc1 (stereo not drawn)
6	Cc1cc(N2CCN(c3ccccc3)CC2)n2nnnc2n1
6	O=C(O)c1nn(-c2ccccc2)nc1-c1nn(-c2ccccc2)nc1C(=O)O
3	COCCCNc1oc(-c2ccccc2F)nc1C#N
8	COc1ccc2[nH]c(=O)c(CN(C(C)=O)C3CCCCC3)cc2c1
-25	O=c1[nH]c(NCCO)nc2c1C1(CCCCC1)Cc1ccccc1-2
1	CC(C)(C)NC(=O)COC(=O)c1snc(C(=O)NC2CCCCC2)c1N
-5	Cc1ccc2[nH]c3c(N4CCN(Cc5ccccc5)CC4)ncnc3c2c1
-11	Nc1cccc(-c2nc3ccccc3[nH]2)c1
4	Cc1ccc(-n2ncc3c2ncn2c(C)nnc32)cc1C
4	Cc1cccc(-n2ncc3c(NCCCn4ccnc4)ncnc32)c1
5	N#CC(C(=O)c1ccc(S(=O)(=O)N2CCCCCC2)cc1)c1nc2ccccc2[nH]1 (stereo not drawn)
-16	N#Cc1cc2cc3c(cc2nc1N1CCOCC1)OCO3
-34	CCCCCn1c(=NC(C)=O)c(C#N)cc2c(=O)n3ccccc3nc21
4	CC(C)(C)NC1=CC(=O)OC12CCCCC2
7	Cc1ccc2cc(CN(CCCO)S(=O)(=O)c3cccc4nsnc34)c(=O)[nH]c2c1C
6	COc1ccc2[nH]c(=O)c(CN(CCN3CCCC3)C(=O)Nc3ccccc3Cl)cc2c1
10	Cc1ccsc1C1C=C(c2cccc(Br)c2)Nc2ncnn21 (stereo not drawn)
6	CCCCn1cnc2cc(NCc3cccc(OC)c3O)ccc21
2	Cc1ccc(S(=O)(=O)Nc2ccc3c(c2)nc2n3CCN(Cc3ccccc3)C2)cc1
-9	COCCCNC(=O)c1c(N)n(/N=C/c2cccnc2)c2nc3ccccc3nc12
2	COc1ccc(-c2nc(CSCC(=O)NCC3CCCO3)c(C)o2)cc1OC (stereo not drawn)
5	COc1ccc(OC(C)C(=O)N2CCN(c3ccccn3)CC2)cc1 (stereo not drawn)
5	Cc1cc(C)n2nc(Nc3ccccc3)cc2n1
-14	COc1ccc(-c2cn3ccccc3n2)cc1OC
12	COC(=O)c1cc(COc2ccc3ccc(=O)oc3c2)c(C)o1
5	Cc1ccc2[nH]c(=O)c(CN(Cc3nnnn3C3CCCC3)C3CCCCC3)cc2c1
-1	COc1cc(-c2nn3c(C4CCCCC4)nnc3s2)cc(OC)c1OC
2	CCc1cc(=O)oc2cc(OCC(=O)N(CC)CC)c(Cl)cc12
9	COc1ccc2c(CN(C)c3ccccc3)cc(=O)oc2c1
-11	Cc1cc(-c2cc(-c3ccc(Cl)cc3)nc(N)c2C#N)co1
5	CCCCN(CC)CCCNC(=O)CC1Nc2ccccc2NC1=O (stereo not drawn)
3	C=C(Cl)COc1ccc2c(C)cc(=O)oc2c1
10	CCCc1nc2oc3c(NCc4ccccn4)ncnc3c2c2c1COC(C)(C)C2
4	COc1ccc(-n2ncc3c(Nc4cccc(C)c4)ncnc32)cc1
2	c1ccc(-c2nc3ccccc3nc2N2CCOCC2)cc1

Further compounds
MMP13 fTHP cleavage	mol
3	Cc1c(NC(=O)CC(=O)Nc2c(C)n(C)n(-c3ccccc3)c2=O)c(=O)n(-c2ccccc2)n1C
5	Cc1ccccc1NC(=O)CCn1c(=O)oc2ccccc21
7	Cn1c(=O)c2nc(-c3ccccc3)oc2c2ccccc21
6	CCCCCn1c(=O)[nH]c2cc(C(=O)NCCCN3CCC(C)CC3)ccc2c1=O
-5	Cc1cc2nc(-c3ccc(SCC(=O)N4CCOCC4)nc3)[nH]c2cc1C
5	Cc1ccc(CNc2ccc3c(c2)ncn3C)cc1
1	COc1ccc(-c2cc(C(F)(F)F)nc(SCC(N)=O)n2)cc1
6	CCc1nc(Nc2ccncc2)c2oc3ccccc3c2n1
2	Cc1c(C(=O)O)oc2c3c(ccc12)OCCO3
0	CCOC(=O)COc1ccc(-c2nnc(-c3ccccc3)o2)cc1
6	COc1cccc(CNc2nc3nc(C)c(Cl)c(C)n3n2)c1
6	CN1c2ccccc2-c2nc3ccccc3n2C1c1ccncc1 (stereo not drawn)
3	COc1ccc2c(c1)c(CC(=O)O)c(C)n2C(=O)c1ccc(Cl)cc1
-87	COc1ccc(-c2ccc(-c3nnc(Cc4ccc(OC)c(OC)c4)o3)cc2)cc1
2	CCOc1cc(S(=O)(=O)NCc2ccco2)c(OCC)cc1-n1cnnn1
6	O=c1cc(-c2ccccc2)[nH]c2nc3ccccc3n12
-2	Cn1c2ccccc2c2c(C(=O)NCCCN3CCCC3=O)cn(C3CCCCC3)c(=O)c21
-80	CCCc1cc(=O)oc2c(CN3CCCC3)c(O)ccc12
4	Cc1cc(N2CCC(C)CC2)nc2ccc(N3C(=O)CCC3=O)cc12
10	CCOC(=O)/C=C1\SCC(=O)N1Cc1nnc(-c2ccccc2Br)o1
4	COC(=O)c1[nH]c2cccc(OC)c2c1NC(=O)CN1CCN(c2cccc(OC)c2)C(C)C1 (stereo not drawn)
-86	COc1ccc2cc3cc(C(=O)NCc4ccccn4)oc3nc2c1
0	COc1ccc(OC)c2c1CCC2=O
5	O=C(Nc1cccc(-c2nc3cc(Cl)ccc3o2)c1)C1CCCO1 (stereo not drawn)
5	CN1CCN(CCCNC(=O)Nc2cccc3ccccc23)CC1
4	CCn1c(C(=O)N2CCC(C(=O)N3CCN(c4ccccn4)CC3)CC2)cc2sccc21
5	Cc1noc(C)c1CSc1nc2sc(C)c(C)c2c(=O)n1C1CCCC1
-80	CCC(=O)Nc1cc2nn(-c3ccc(OC)cc3)nc2cc1C
-11	O=C(COc1ccc(Br)cc1)Nc1ccc(-c2nnc(-c3ccco3)o2)cc1
-2	COc1cc(OC)c(-c2nnc(-c3ccc(OC)c(OC)c3OC)o2)cc1OC
3	CCN1CCN(CC(=O)Nc2ccc(C)cc2C)C(=O)C1=O
-3	CCCn1c(=O)[nH]c(=O)c2c1nc(-c1ccccc1OC(F)F)n2CCOC
2	COc1ccc(-c2cc(C(=O)OCC(=O)N(C)C)c3ccccc3n2)cc1
3	CCCCN1CN(S(=O)(=O)c2cccs2)c2nc3ccccc3nc21
0	COc1ccc(-c2cc(C(=O)Nc3cnn(Cc4ccccc4C)c3)no2)cc1OC
8	CCCCCC(=O)Nc1cc(N(C)C)nc2ccccc12
-3	CC1(C)CC(=O)C2=C(C1)N(CCN1CCOCC1)C1=C(C(=O)CC(C)(C)C1)C2c1cccc(F)c1
-47	CCOC(=O)c1sc2nc(N3CCOCC3)c3c(c2c1N)CCCC3
3	Cc1ccc2[nH]c(-c3ccccc3)cc(=O)c2c1
-27	COc1ccc(-c2cc(-c3ccccc3)n3ncnc3n2)cc1
5	CCC(C)NC(=O)CCC(=O)Nc1ccc2nc(N3CCOCC3)cc(C)c2c1 (stereo not drawn)
-2	N#Cc1nc(-c2ccc(F)cc2)oc1NCCN1CCOCC1
7	Cc1cnc(NC(=O)CSc2nnc(COc3c(C)cccc3C)o2)s1
4	CC(O)Cn1ccccc1=N (stereo not drawn)
7	CCOC(=O)c1sc2nc(C)cc(C)c2c1N
1	Cc1ccc(-c2nc3nc4ccccc4nc3n2Cc2ccco2)cc1
-1	Cc1nn(CC(O)Cn2c3c(c4ccccc42)CCN(C)C3=O)c(C)c1Br (stereo not drawn)
1	Cc1nn2c3ccccc3nc2c2ccccc12
4	COc1ccc2[nH]c(=O)c(CN(CC3CCCO3)C(=O)Nc3ccc(F)cc3)cc2c1 (stereo not drawn)
0	CCN(CC)C(=O)c1ccc(CS(=O)(=O)c2ccc(OC)cc2)o1
-10	Cc1nn(CCc2nn[nH]n2)c2nc(C(F)(F)F)cc(C(F)(F)F)c12
9	Cc1ccc(-c2nc3cc(C)ccc3o2)cc1
-88	CC(C)OCCCn1c(-c2ccco2)nc2nc3ccccc3nc21
1	CC(=O)Nc1cc2nn(-c3ccccc3)nc2cc1Cl
5	COc1ccc(-c2cc3ccccc3n2CC(O)CNC(CO)(CO)CO)cc1 (stereo not drawn)
4	Cc1nc2ccccn2c1C(=O)NC1CCCCC1
1	Cn1nc(-c2ccc(Cl)cc2)c2cc(C(=O)NCCN3CCOCC3)sc21
3	COc1cc2c(=O)n(CC3CCCO3)c(=O)n(CC(=O)Nc3ccc(F)cc3F)c2cc1OC (stereo not drawn)
0	Cc1ccc(Nc2ncnc3nc[nH]c23)cc1Cl
3	CC(C)Sc1nc(NCc2ccco2)c2c3c(sc2n1)COC(C)(C)C3

Remaining list, next part
MMP13 fTHP cleavage	mol
9	Nc1nc2n(c1C(=O)c1ccccc1)CCC2
1	Cc1cc(NC(=O)c2cc3ncc(Br)cn3n2)no1
2	COc1cc2cc(CN(Cc3nnnn3Cc3ccccc3)CC3CCCO3)c(=O)[nH]c2cc1OC (stereo not drawn)
7	O=C(Cn1nc(-c2ccccc2F)ccc1=O)NCc1ccc2c(c1)OCO2
5	CCOC(=O)c1[nH]c2ccc(C)cc2c1N
4	COc1ccc(CC(=O)N2CCN(c3ccccn3)CC2)cc1OC
3	Cc1nc2c(C(=O)NCc3ccc4c(c3)OCO4)c[nH]n2c(=O)c1Cc1ccccc1F
-2	CC1=C(C(=O)N2CCOCC2)C(c2ccccc2F)C2=C(CC(C)(C)CC2=O)N1 (stereo not drawn)
8	Cc1ccc(-c2oc3ccccc3c(=O)c2O)cc1
2	Cc1ccc2[nH]c3c(=O)n(CCCN4CCOCC4)cnc3c2c1
-8	COCCNc1oc(-c2ccc(F)cc2)nc1C#N
6	CCCCC(NS(=O)(=O)c1ccc(OC)cc1)C(=O)O (stereo not drawn)
2	O=C(CCC1N=C2c3ccccc3N=C(SCc3ccc(F)cc3)N2C1=O)NCc1ccco1 (stereo not drawn)
-28	Cc1cccn2cc(-c3ccc(S(=O)(=O)N4CCOCC4)cc3)nc12

17 entries from above, as comma-separated lines:
molecule,MMP13 fTHP cleavage
Cc1nc2ccccn2c1C(=O)NC1CCCCC1,4
Cn1nc(-c2ccc(Cl)cc2)c2cc(C(=O)NCCN3CCOCC3)sc21,1
COc1cc2c(=O)n(CC3CCCO3)c(=O)n(CC(=O)Nc3ccc(F)cc3F)c2cc1OC (stereo not drawn),3
Cc1ccc(Nc2ncnc3nc[nH]c23)cc1Cl,0
CC(C)Sc1nc(NCc2ccco2)c2c3c(sc2n1)COC(C)(C)C3,3
Nc1nc2n(c1C(=O)c1ccccc1)CCC2,9
Cc1cc(NC(=O)c2cc3ncc(Br)cn3n2)no1,1
COc1cc2cc(CN(Cc3nnnn3Cc3ccccc3)CC3CCCO3)c(=O)[nH]c2cc1OC (stereo not drawn),2
O=C(Cn1nc(-c2ccccc2F)ccc1=O)NCc1ccc2c(c1)OCO2,7
CCOC(=O)c1[nH]c2ccc(C)cc2c1N,5
COc1ccc(CC(=O)N2CCN(c3ccccn3)CC2)cc1OC,4
Cc1nc2c(C(=O)NCc3ccc4c(c3)OCO4)c[nH]n2c(=O)c1Cc1ccccc1F,3
CC1=C(C(=O)N2CCOCC2)C(c2ccccc2F)C2=C(CC(C)(C)CC2=O)N1 (stereo not drawn),-2
Cc1ccc(-c2oc3ccccc3c(=O)c2O)cc1,8
Cc1ccc2[nH]c3c(=O)n(CCCN4CCOCC4)cnc3c2c1,2
COCCNc1oc(-c2ccc(F)cc2)nc1C#N,-8
CCCCC(NS(=O)(=O)c1ccc(OC)cc1)C(=O)O (stereo not drawn),6
